Screening data (PubChem BioAssay)
miR-122 sensor = miR-122 Renilla sensor signal increase in Huh7, primary screen, miR-122 inhibitor project, cell-based, single point, plate reader; AID 602342, 2012; activation (reporter increase), % at 12.5 µM; Huh7 miR-122 Renilla luciferase sensor, 48 h; neutral wells = 0, positive control = 100; actives 0.3% (n = 340,000);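 active means mean replicate activation score at least 90 and every replicate individually at or above 90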;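 further: higher luciferase means less miR-122 activity so hits act as miR-122 inhibitors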
* marks the source's active call; other numbers are inactive results. Only part of the results is shown. The share of hits here may be higher or lower than overall.

SMILES	miR-122 sensor
CCC(C)C(NC(=O)c1ccccc1NC(=O)c1ccc(OC)cc1)C(=O)NCc1ccco1 (configuration not stated)	-4
COc1ccc(/C=C/C(=O)Nc2cc(=O)n(C)c(=O)n2C)cc1	-2
CCCc1[nH]n(-c2ccc([N+](=O)[O-])cc2)c(=O)c1C=NCCc1c[nH]c2ccccc12	-8
CC(NS(=O)(=O)c1ccc(Br)cc1)C(=O)NCCc1ccccc1 (configuration not stated)	-2
CN(C)S(=O)(=O)c1ccc(NC(=O)c2cc3ccccc3o2)cc1	2
Clc1ccc(CSc2nnc(Cn3cnc4ccccc43)o2)cc1	-12
Cc1c(C(=O)Nc2ccccc2C(=O)N2CCOCC2)cccc1[N+](=O)[O-]	1
CC(C)OC(=O)Cn1nnc2c(cnn2-c2ccccc2)c1=O	-4
COc1ccccc1C(=O)Nc1cccc(NC(C)=O)c1	-3
CCOC(=O)c1cnn(CCOC(=O)C(C)(C)C)c1NC(=O)C(C)(C)C	-2
Cc1ccc(-c2nn(C(C)(C)C)c3ncnc(N)c23)cc1	-3
Cc1cc(Nc2ccc3c(c2)OCCO3)n2ncnc2n1	-8
CCCCNC(=O)Nc1cc(C(F)(F)F)c[nH]c1=O	7
CCn1nc(C(=O)OCC(=O)c2cc(C)n(Cc3cccs3)c2C)c2ccccc2c1=O	-2
Cc1ccc(NC(=S)NNC(=O)c2c(Cl)c(C)nn2C)cc1	-22
CC(=O)c1cccc(NC(=O)c2cccc(S(=O)(=O)N(C)C)c2)c1	0
CC12CCC(C(=O)Nc3ccc(SC(F)F)cc3)(CC1=O)C2(C)C (configuration not stated)	1
CC1CCN(c2ccccc2NC(=S)NC(=O)c2cccs2)CC1	-1
NC(=O)C1CCN(Cc2nc3cc(Cl)ccc3c(=O)[nH]2)CC1	0
COc1ccc(-c2nnc(SCC(=O)NCc3cccs3)n2CC(C)C)cc1	-4
c1ccc(CSc2nnc(-c3ccco3)n2Cc2ccco2)cc1	-5
O=C(Oc1ccccc1-c1nnco1)c1ccc(Cl)cc1	3
O=C(COc1ccc2ccccc2c1)NNC(=O)[C@@H]1CCCC[C@@H]1C(=O)O	1
O=C(/C=C/Nc1ccc(F)cc1)c1cccs1	18
COc1ccc(S(=O)(=O)Nc2cc(C)c(O)cc2C(C)C)cc1	1
O=c1[nH]c(NCCO)nc2ncn(Cc3ccccc3)c12	-2
COC(=O)c1ccc(S(=O)(=O)c2ccccc2)c(N)c1	2
CC1CC(N(C(=O)c2ccco2)c2ccccc2)c2ccccc2N1 (configuration not stated)	4
CCOC(=O)Nc1ccc2c(c1)N(C(=O)CCN1CCN(CCO)CC1)c1ccccc1CC2	5
Cc1cc[n+]2cc(-c3cccc([N+](=O)[O-])c3)c(-c3cccc([N+](=O)[O-])c3)cc2c1	0
CCc1nnc(N/N=C/c2cccs2)n1N	-6
O=C1CCCc2c1nc(-c1cccc(Cl)c1)n2O	-2
O=C(CN1C(=O)C2C3C=CC(C3)C2C1=O)NCCN1CCCc2ccccc21 (configuration not stated)	0
CC(C)CC(=O)N1CCC(O)(CS(=O)(=O)Cc2ccccc2Cl)CC1	-6
COc1cccc(NC(=O)COc2ncnc3sc(C)c(C)c23)c1	2
OC(CN1CCCCC1)CN1CCCCC1	3
CC(C)c1ccc(/C=C/C(=O)n2nnc3ccccc32)cc1	-3
Cc1nonc1C(=O)N/N=C/c1cccc(O)c1	-5
Cc1ccc2c(c1)N=C(c1ccc(F)cc1)CO2	-4
CCOC(=O)c1c(-c2cccc([N+](=O)[O-])c2)csc1NC(=O)C1CC1	-5
CC1CCN(C(c2ccc(N(C)C)cc2)c2nnnn2Cc2ccccc2)CC1 (configuration not stated)	-8
CC(C)(C)NC(NC(=O)Cc1ccccc1)C(Cl)(Cl)Cl (configuration not stated)	3
COc1ccc(-c2noc(CCCOc3ccccc3)n2)cc1OC	-3
CCN1CCN(C(=O)C(C)N(c2ccc(C)cc2)S(C)(=O)=O)CC1 (configuration not stated)	-3
CC1CCCC(NC(=O)CCCn2c(=O)[nH]c3cc(Cl)ccc3c2=O)C1C (configuration not stated)	-1
Cc1ccc(NC(=O)C2CCCN2C(=O)Oc2ccccc2)cc1 (configuration not stated)	-2
CCCC(CCC(=O)Nc1ccc(C(=O)OCC)cc1)C(=O)O (configuration not stated)	-5
CCCOc1ccc(C(=O)NCCO)cc1	-7

Part of the list above, reformatted:
miR-122 sensor | Structure
3 | CC(C)(C)NC(NC(=O)Cc1ccccc1)C(Cl)(Cl)Cl (configuration not stated)
-8 | CC1CCN(C(c2ccc(N(C)C)cc2)c2nnnn2Cc2ccccc2)CC1 (configuration not stated)
-5 | CCOC(=O)c1c(-c2cccc([N+](=O)[O-])c2)csc1NC(=O)C1CC1
-3 | CCN1CCN(C(=O)C(C)N(c2ccc(C)cc2)S(C)(=O)=O)CC1 (configuration not stated)
-4 | Cc1ccc2c(c1)N=C(c1ccc(F)cc1)CO2

(next part)
SMILES	miR-122 sensor
COC(=O)c1scc(C)c1N/N=C(\C)c1ccc(F)cc1	0
COc1ccc(OC)c(NC(=O)Cc2coc3ccc(C)cc23)c1	1
COc1ccc(C(=O)Nc2ccc(N3CCN(c4ccc(OC)cc4)CC3)c(C#N)c2)cc1	-2
CCOc1ccc(-c2csc(NC(=O)C3CCCO3)n2)cc1 (configuration not stated)	-7
COC(=O)C1CCN(C(=O)c2ccccc2Oc2ccccc2)CC1	0
Cc1ccc(-c2ccc(/C=N/N3C(=O)C4C5C=CC(C6CC56)C4C3=O)o2)c([N+](=O)[O-])c1 (configuration not stated)	3
COc1ccc(C)c2sc(N3CCCC3)nc12	-3
CC12CC(NC(=O)N1c1cccc(C(=O)Nc3ncn[nH]3)c1)c1ccccc1O2 (configuration not stated)	-10
O=C(c1cccs1)N1CCN(S(=O)(=O)N2CCCCC2)CC1	-1
COc1ccccc1NC(=O)C1CC(=O)N(c2ccc(F)cc2)C1 (configuration not stated)	-6
CCCCCCc1nc(C(N)=O)c2[nH]c(=O)n(-c3ccc(OCC)cc3)c2n1	-1
C=CCn1c(SCc2ccc([N+](=O)[O-])cc2)nnc1C(C)NC(=O)c1ccccc1 (configuration not stated)	-3
CCCCN(Cc1ccccc1)S(=O)(=O)c1ccc2[nH]c(=O)oc2c1	0
CCOC(=O)c1sc(C)c(C(=O)NCC(C)(C)CN(C)C)c1N	-1
CCOc1ccc(C2CC(c3cccc(OC)c3OC)n3nnnc3N2)cc1Cl (configuration not stated)	-4
Cc1cc(N2CCN(c3cccc(C(F)(F)F)c3)CC2)n2nc(C)nc2n1	0
COc1ccc(/C=N/NC(=O)Nc2nonc2N)cc1	-1
C=CCN1CCN(c2ccncc2S(=O)(=O)N2CCOCC2)CC1	0
Cc1ccc(C(=O)O/N=C/C2=C(Cl)c3ccccc3CC2)cc1	-3
Cc1ccc(N2CC(C(=O)NCCCn3ccnc3)CC2=O)cc1 (configuration not stated)	1
COc1cccc(C(c2c(O)nc(SC)n(C)c2=O)c2c(O)nc(SC)n(C)c2=O)c1	-9
COc1ccc(N2CC(C)Cn3c2nc2c3c(=O)n(CCN3CCOCC3)c(=O)n2C)cc1 (configuration not stated)	1
CCCc1cc(=O)[nH]c(SCC(N)=O)n1	2
CC(C)(C)NC(=O)C(c1ccccn1)N(C(=O)c1ccc2c(c1)OCCO2)C1CCCC1 (configuration not stated)	-2

Shown as labelled records: part of the list above
canonical_smiles: Cc1cc(N2CCN(c3cccc(C(F)(F)F)c3)CC2)n2nc(C)nc2n1
  miR-122 sensor = 0
canonical_smiles: COc1ccc(/C=N/NC(=O)Nc2nonc2N)cc1
  miR-122 sensor = -1

The listing continues:
SMILES	miR-122 sensor
CCOc1ccc(C(=O)OCC(=O)Nc2cc(C)on2)cc1OCC	-2
CCCCS(=O)CC(CS(=O)CCCC)OC(=O)c1ccccc1 (configuration not stated)	8
C=CCN1C(=O)/C(=C\c2cccs2)C(C(=O)OC)=C1C	-8
O=C(CCS(=O)(=O)Cc1ccccc1)N1CCc2ccccc2C1	-2
COc1ccc(C(=O)Nc2ccc(S(=O)(=O)Nc3onc(C)c3C)cc2)cc1	-11
CS(=O)(=O)N1CCN(c2ccc(Cl)cc2[N+](=O)[O-])CC1	-1
COC(=O)C1=C(C)NC(=O)/C1=C\c1cccs1	-1
CC(=O)NC(Nc1nc2c(s1)CCCC2)(C(F)(F)F)C(F)(F)F	-2
O=C(NCc1cccs1)c1cc(-c2ccccc2)on1	4
C/C(=C\C#N)n1nc(C)cc1N	3
CC(C)CCNC(=S)Nc1ccc([N+](=O)[O-])cc1	31
CCCCN(C)CCCNC(=O)CN1C(=O)CSc2ccc(S(=O)(=O)N3CCOCC3)cc21	1

Quoted from the listing:
Result for `CC(C)CCNC(=S)Nc1ccc([N+](=O)[O-])cc1` in miR-122 sensor: 31
Result for `O=C(CCS(=O)(=O)Cc1ccccc1)N1CCc2ccccc2C1` in miR-122 sensor: -2
Result for `O=C(NCc1cccs1)c1cc(-c2ccccc2)on1` in miR-122 sensor: 4
Result for `CS(=O)(=O)N1CCN(c2ccc(Cl)cc2[N+](=O)[O-])CC1` in miR-122 sensor: -1
Result for `CCCCN(C)CCCNC(=O)CN1C(=O)CSc2ccc(S(=O)(=O)N3CCOCC3)cc21` in miR-122 sensor: 1
Result for `C=CCN1C(=O)/C(=C\c2cccs2)C(C(=O)OC)=C1C` in miR-122 sensor: -8
Result for `COc1ccc(C(=O)Nc2ccc(S(=O)(=O)Nc3onc(C)c3C)cc2)cc1` in miR-122 sensor: -11

(continued)
SMILES	miR-122 sensor
CCOC(=O)c1sc(=S)n(C)c1N	-4
COc1ccccc1CNC(=O)CCN1C(=O)COc2ccc(C)cc21	-19
CCn1cc(C2=NCC(C)O2)c2ccccc21 (configuration not stated)	0
CCC(=O)OCc1c(C(F)(F)F)nn(C)c1Sc1ccc(F)cc1	10
CCOC(=O)Nc1ccc(C)cc1C	-2
COC(=O)c1ccc2c(c1)nc(C)n2CCO	1
COc1cc(C2C3=C(Nc4ncnn42)c2ccccc2CC3)cc(OC)c1OC (configuration not stated)	75
CCC(=O)Nc1cccc(NC(=O)COc2ccc(OC)cc2)c1	0
COc1ccc2c(c1OC)C(=O)N1c3ccccc3COC21 (configuration not stated)	-8
COc1ccc(Nc2nc(OC)nc(N3CCN(c4ccc(OC)cc4)CC3)n2)cc1	-3
CCCCN(C)Cc1c(O)ccc2c(-c3ccccc3)cc(=O)oc12	1
CCc1ccccc1N(C(=O)Cn1nnc2ccccc21)C(C(=O)NCCOC)c1ccco1 (configuration not stated)	20
COc1ccc(NS(=O)(=O)c2ccc(NS(=O)(=O)c3ccc(C)cc3)cc2)nn1	-9
COc1ccc(Cn2c(C)c(C)c(C#N)c2NC(=O)Nc2ccccc2)cc1	14
CCN(CC(=O)NC1CCS(=O)(=O)C1)S(=O)(=O)c1ccc(F)cc1 (configuration not stated)	-12
S=C(Nc1ccccc1)Nc1ccc(OCc2ccc(Cl)cc2Cl)cc1	3
COC(=O)C1=C(C)NC(=O)C1(NC(=O)CN1CCCC1=O)C(F)(F)F (configuration not stated)	1
COC(=O)c1cc(OC)c(OC)cc1NC(=O)CSc1nnnn1Cc1ccccc1	0
CCOc1ccc(N2C(=O)CC(Sc3nc4ccc(OCC)cc4s3)C2=O)cc1 (configuration not stated)	1
CC1=NN(c2ccccc2)C(=O)/C1=C\N1CC(C)OC(C)C1 (configuration not stated)	-18
CN(C)S(=O)(=O)c1cccc(C(=O)Nc2cc(Cl)ccc2O)c1	7
CCOC(=O)/C(C#N)=C1/C=Cc2ccccc2N1CC	23
COc1ccc(/C=C/C(=O)NC(C)(C)C)cc1S(=O)(=O)N1CCOCC1	1
CC(=O)NCCC(=O)Nc1cc(F)ccc1C	-2
COc1ccccc1C(CCN(Cc1cccs1)C(C)=O)c1ccco1 (configuration not stated)	3
CCOC(=O)N1CC=C2C(C#N)=C(N)C(C#N)(C#N)[C@H](c3ccc(OC(C)C)c(OCC)c3)[C@H]2C1	-7
CC(=O)NC(CC(=O)Nc1ccc(S(=O)(=O)N2CCCC2)cc1)c1ccccc1 (configuration not stated)	-13
COc1cccc(OCCNc2cc(Cl)ccc2[N+](=O)[O-])c1	-2
COC(=O)CSc1nc2ncccc2[nH]1	-10
Cc1sc2nnn(CC(=O)N3CCN(C(=O)c4ccco4)CC3)c(=O)c2c1C	-12
O=C(c1ccc(Br)cc1)c1cc(-c2ccccn2)c(N2CCOCC2)s1	-3
CC[C@H](C)/C=C/C1=CC2=C(Cl)C(=O)[C@@]3(C)OC(=O)C(C(=O)[C@H](C)[C@@H](C)O)=C3C2=CO1	-5
COc1ccccc1Nc1nc(N)nc(CN2CCc3ccccc3C2)n1	8
O=C(NCc1ccccc1)c1cc(S(=O)(=O)N2CCOCC2)ccc1F	3
CC1CC(C)CN(CCCNC(=O)CCNC(=O)Cn2ccc3ccccc3c2=O)C1 (configuration not stated)	-7
Cc1[nH]cnc1CSCCN	-2
O=C(CCS(=O)(=O)c1cccs1)NC1CCCCCC1	3
O=C(Nc1cccc(-c2nc3ccccc3s2)c1)c1cc(-n2cnnc2)ccc1Cl	-11
CCC1CCCCN1C(=O)CSc1nnc(-c2ccc3c(c2)OCCO3)o1 (configuration not stated)	1
CCCCn1c(NC(=O)CC)c(C#N)c2nc3ccccc3nc21	1
Cc1cc(C)n2nc(/C(C#N)=C/c3ccccc3)c(C#N)c2n1	-60
CCNS(=O)(=O)c1ccc(S(=O)(=O)N(Cc2ccccn2)C2CCCCC2)cc1	7
Cc1nn(C)cc1/C=C/C(=O)c1ccccc1	-4
Cc1cccc(N2CCN(C(=O)C(NS(=O)(=O)c3cccs3)c3ccccc3)CC2)c1C (configuration not stated)	-5
N#Cc1cc2ccccc2nc1SCC(=O)Nc1ccccc1N1CCOCC1	-1
